# NR2E3 ag-1: human photoreceptor-specific nuclear receptor agonism; Q9Y5X4; inhibition of corepressor binding, % at 3.98 µM; CHO-S Gal4-NCOR/VP16-NR2E3 two-hybrid, luciferase; 360,000 tested, 0.35% active; AID 602229;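 active means inhibition above the mean of all tested compounds plus 3 SD, cut at about 70% in these data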;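 further: 0% = DMSO with NR2E3 transfected cells and 100% = cells lacking NR2E3 construct; higher means lower luciferase signal from less NR2E3 corepressor binding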
# Target sequence (Q9Y5X4 whole entry, looked up, the tested form may be a part): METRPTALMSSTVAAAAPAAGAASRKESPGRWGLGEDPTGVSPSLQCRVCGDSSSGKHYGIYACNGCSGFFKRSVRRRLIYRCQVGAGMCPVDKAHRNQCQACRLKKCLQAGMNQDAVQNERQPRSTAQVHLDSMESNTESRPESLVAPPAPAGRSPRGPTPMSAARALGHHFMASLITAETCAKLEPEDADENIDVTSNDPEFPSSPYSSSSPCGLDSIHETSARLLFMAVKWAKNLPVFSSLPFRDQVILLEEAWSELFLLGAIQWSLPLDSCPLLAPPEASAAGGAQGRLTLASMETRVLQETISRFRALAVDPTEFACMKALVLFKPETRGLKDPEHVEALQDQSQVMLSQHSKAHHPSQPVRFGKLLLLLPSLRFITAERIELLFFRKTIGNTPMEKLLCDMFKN
# NR2E3 ag-2: agonists of human nuclear receptor NR2E3. GST-NR2E3/biotin-RetCOR TR-FRET, 1536-well. AID 2300. 320,000 tested, 0.12% active. inhibition of corepressor binding, % at 4.78 µM;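 active means percent inhibition above the cutoff of mean plus 3 SD of all tested compounds, set per screening campaign, cut at about 20% in these data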;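 further: 0% = DMSO wells and 100% = biotin wells as full block of FRET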
#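 Test system: GST-NR2E3 and biotin-RetCOR proteins | Quantity: 1.35 nM GST-tagged NR2E3 final | Medium: Tris pH 7.5 | Also added: 7 nM biotin-RetCOR | Dosing: Compound at 4.8 µM, single dose | Timing: 5 h at 4 °C | Detection: Time-resolved FRET | Read-out basis: Percent inhibition | Benchmarks: Biotin wells as high control, 0.6% DMSO wells as low control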
# KKLEB tox: counter-screen for CF NF-kB inhibitors: cytotoxicity; KKLEB CF airway cells viability, ATPlite luminescence, overnight; active compounds read low; cells stimulated with P. aeruginosa culture filtrate; activity change (cytotoxicity), % at 5 µM; 360,000 tested, 0.36% active; AID 602141;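 active means corrected activity change at or below -50% at 5 µM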
# TRAIL sens C8: sensitizes caspase-8 expressing cells to TRAIL. NB7+C8 cells + TRAIL, ATPlite viability luminescence. inhibition (viability loss, TRAIL sensitization), % at 10 µM. 360,000 tested, 1% active. AID 624354;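 active means compounds causing at least 50% loss of cell viability in the single-dose screen, relative to plate controls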
# Peg3 prom inh: Peg3 promoter activity inhibition. HeLa PEG-Prom luciferase reporter, luminescence, overnight. inhibition, % at 20 µM. 360,000 tested, 1.7% active;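 active means inhibition of at least 50% at 20 µM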
# HIF-2a block: HIF-2a inhibition; 786-0 RCC cells HIF-2a reporter, luciferase luminescence, overnight; inhibition, % at 18.8 µM; 360,000 tested, 0.72% active; AID 624352;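 active means inhibition of the luminescence signal of 40% or more relative to plate controls, in a single-dose primary screen at 18.75 µM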
# MITF TRPM1 inh: reduces MITF-dependent TRPM1 promoter luciferase signal; SK-MEL-5 TRPM1 promoter luciferase, 24 h; inhibition, % at 12.5 µM; 330,000 tested, 0.83% active;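 active means mean inhibition across replicates of 60% or more, whatever share of single replicates reaches that level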; further: values of inactives mirror those of a sister screen read the other way
# CF NFkB inh: blocks PAF-induced NF-kB reporter in cystic fibrosis cells; inhibition, % at 5 µM; 360,000 tested, 0.86% active; AID 588850; KKLEB NF-kB-GFP reporter, GFP fluorescence overnight;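 active means at least 50% inhibition at 5 µM, scaled per plate between neutral and stimulator controls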;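 further: PAF is a Pseudomonas aeruginosa culture filtrate used as stimulus; plate controls were PAF-stimulated DMSO wells for no effect and unstimulated DMSO wells for full effect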
# LMP1 NFkB inh: inhibitors of Epstein-Barr LMP1-induced NF-kappaB reporter. AID 504558. LMP1-induced NF-kappaB luciferase reporter cells, luminescence. 350,000 tested, 0.69% active. inhibition, % at 12.5 µM; in the data active means inhibition above about 41%;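 further: 0% = neutral control wells and 100% = reference inhibitor control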
# Shn3 inh set2: Schnurri-3 reporter inhibition in Clone20 osteoblasts; Clone20 osteoblast Shn3 3'UTR firefly luciferase, 24 h; inhibition, % at 12.5 µM; 360,000 tested, 0.52% active; AID 588674;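 active means mean inhibition of at least 75% with every replicate also reaching 75%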;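 further: 0% = median of neutral control wells and 100% = pilot-screen positive control compound; some compounds past the cut are filed as inactive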
# hiPSC survival: hiPSC single-cell survival enhancement; survival enhancement, % at 20 µM; 360,000 tested, 0.044% active; ATPlite luminescence; 100% = ROCK inhibitor wells, 0% = DMSO; AID 602274; in the data active means survival enhancement above about 18%;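 further: cells exposed to compounds for 16 hours before the ATP read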
# The depositor's hits bear a star; · = not tested or not shown. Some of the compounds tested, so the mix of outcomes need not match the whole.
SMILES,NR2E3 ag-1,NR2E3 ag-2,KKLEB tox,TRAIL sens C8,Peg3 prom inh,HIF-2a block,MITF TRPM1 inh,CF NFkB inh,LMP1 NFkB inh,Shn3 inh set2,hiPSC survival
Cc1cc(C)n(-c2ccc(NC(=O)C3CCN(Cc4ccc(C)o4)CC3)cc2)n1,14,2,-2,-11,0,11,5,-1,-4,5,0.1
Cc1ccc(C(=O)NCC2CCCO2)o1 (configuration not stated),-15,0,3,-7,-10,1,0,7,-7,30,5.4
O=C(/C=C/CCc1ccc2c(c1)OCO2)N1CCCCC1,-21,·,12,3,-47,-80,-19,1,2,-34,-2.4
Cc1cc(C)n2c(SCC(=O)Nc3cccc(S(N)(=O)=O)c3)nnc2n1,19,·,-9,-17,-15,-4,5,-1,5,-15,0.2
CCC(C)C(N)C(=O)NC(CCC(=O)OCc1ccccc1)C(N)=O (configuration not stated),-6,5,-8,-15,5,1,3,13,0,1,2.7
Cc1ccc(NC(=O)CCC(=O)OCC(F)(F)C(F)F)cc1,-9,6,0,-15,1,14,6,3,-7,-28,-0.7
CC(C)n1c(O)c(N=NC(=O)c2ccccc2NS(=O)(=O)c2cccs2)c2ccccc21,15,3,5,7,15,-16,-2,-8,32,13,0.3
COc1ccc(C(NC(=O)C2CCN(CCCOc3ccccc3)CC2)c2cccs2)cc1 (configuration not stated),-11,·,11,8,-3,-5,·,-48,·,-2,1.6
O=C(Nc1ccc(N2C(=O)C3CCCCC3C2=O)cc1Cl)c1cccs1 (configuration not stated),-23,-2,-2,2,-11,-29,-13,-12,-13,-7,-0.1
CCCCCN(C(=O)COC(=O)CSc1ccc([N+](=O)[O-])cc1)c1c(N)n(CCCC)c(=O)[nH]c1=O,-11,1,-1,10,-6,13,-10,-1,1,-6,1.0
C=C(Cl)COc1ccc2c(CC)cc(=O)oc2c1,-22,3,0,21,-21,-91,-1,-2,4,1,-0.2
Cc1cc(=O)oc2c(C)c(OCC(=O)NCc3ccccn3)ccc12,5,-1,-9,4,-35,-3,-25,1,-4,-20,0.1
NS(=O)(=O)c1ccc(NC(=O)c2ccccc2C(=O)N2CCCCC2)cc1,-9,-3,8,-13,-1,11,-9,7,-1,2,0.7
COc1ccc(-c2onc(C)c2-c2cnn(-c3ccccc3)c2)c(O)c1,10,0,-4,-3,37,15,2,8,10,16,1.9
CCCn1c(O)c(N=NC(=O)CNC(=O)/C=C/c2ccc(OC)cc2)c2ccccc21,-19,-3,7,-2,14,4,10,8,-5,-3,-0.4
CCn1c(SCc2ccc(OC)c(F)c2)nc2ccccc2c1=O,7,2,0,9,34,-4,-3,16,12,6,-0.3
O=C(Nc1ccc(Br)cn1)c1cccc(S(=O)(=O)N2CCCC2)c1,-41,·,-35,13,-27,-53,0,12,-7,8,1.0
CC1CN(S(=O)(=O)c2cccc(C(=O)OCC(=O)c3cccs3)c2)CC(C)O1 (configuration not stated),-20,-2,-1,0,12,5,3,9,-6,2,-0.7
CC(C)C(=O)NNC(=O)C1CC1(c1ccccc1)c1ccccc1 (configuration not stated),9,4,6,-20,15,13,6,4,-5,5,-0.1
Cc1ccccc1C(=O)OCC(=O)N(C)c1ccccc1,-29,9,-5,-15,-41,-53,-14,-4,-4,9,-0.5
CCOc1cccc(C(=O)Nc2ccc(NC(=O)c3cc4ccccc4o3)c(OC)c2)c1,-7,0,1,5,29,10,27,33,1,5,0.1
CCOc1ccccc1N(C)C(=O)CCS(=O)(=O)c1ccc2c(c1)NC(=O)CO2,-38,0,2,4,-22,-2,-8,-5,-8,-5,0.3
Cc1ccc2[nH]c(=O)c(CN(Cc3ccccc3)Cc3nnnn3C3CCCC3)cc2c1,-34,2,4,3,-101,-270,-22,5,-2,-2,-0.2
CSc1nc2c(c(=O)[nH]c(=O)n2C)n1Cc1ccccc1Cl,10,0,-8,12,5,9,-2,23,1,-4,0.7
COC(=O)c1ccccc1NC(=O)Nc1cccs1,12,9,4,-13,8,-17,-4,6,-3,8,-4.7
# The listing continues.
SMILES,NR2E3 ag-1,NR2E3 ag-2,KKLEB tox,TRAIL sens C8,Peg3 prom inh,HIF-2a block,MITF TRPM1 inh,CF NFkB inh,LMP1 NFkB inh,Shn3 inh set2,hiPSC survival
CC(C)c1c(O)nc(SCCN(C)C)[nH]c1=O,4,3,-3,0,10,8,2,-3,-9,6,-0.1
Cc1c(C(=O)OCc2nnc(-c3ccccc3)o2)oc2ccccc12,-19,·,-4,-6,-7,-6,6,25,-1,-27,-0.1
COc1ccc(CCNS(=O)(=O)c2cccc(S(=O)(=O)N3CCCC3)c2)cc1OC,-3,·,4,7,10,3,6,5,16,24,4.9
O=C(CCCSc1nc2ccccc2[nH]1)NCc1ccc(Cl)cc1,1,1,-9,4,11,5,10,1,-2,-40,1.3
COC(=O)c1cccc(NC(=O)CSc2ncn[nH]2)c1,-25,-1,8,-6,-23,-33,2,2,-6,-12,-1.0
CCN(CC)/C(=N\S(=O)(=O)c1ccccc1C)c1ccccc1,-17,5,-2,7,11,5,-1,4,-10,-5,0.2
CN1CCN(CC(O)COc2ccccc2)CC1 (configuration not stated),14,-2,5,-1,5,8,5,-2,4,9,0.0
CCCCNC(=O)c1nc(C2CCN(S(=O)(=O)c3ccc(F)c(F)c3)CC2)oc1-c1cccc(C(F)(F)F)c1,6,·,-29,-6,13,6,·,20,·,-3,0.2
O=C1OC(OC(=O)c2ccccc2Br)C(N2CCOCC2)=C1Cl (configuration not stated),3,2,-4,-7,11,12,-2,-14,0,-14,0.4
Cn1cccc1Cc1nnc(SCC(=O)Nc2ccc3c(c2)OCO3)n1CCc1ccccc1,-6,1,-2,3,1,-3,3,10,-18,3,0.5
CC(=O)c1ccc(Sc2nnc(C)s2)c([N+](=O)[O-])c1,5,-1,3,-2,10,19,6,-5,3,8,1.9
O=[N+]([O-])/C(C(Cl)=C(Cl)Cl)=C(/NC1CC1)Sc1ccccc1,-17,1,4,-8,9,10,11,-4,6,0,-1.1
COc1ccccc1NC(=O)C/C(N)=N/O,-20,4,10,2,-8,13,13,-11,-22,-13,-1.5
N#Cc1ccsc1NC(=O)COC(=O)c1ccc2ccccc2c1,16,1,-8,-13,-273,-185,-32,-1,-35,-68,1.7
C[C@H](CO)N1C[C@H](C)[C@@H](CN(C)CC2CCCCC2)Oc2c(NS(=O)(=O)c3ccccc3)cccc2C1=O,19,·,7,-10,-15,0,0,-4,2,-8,1.7
O=C(Cn1nnc(-c2ccccc2Cl)n1)Nc1cccc(S(=O)(=O)N2CCCC2)c1,-20,·,12,-4,12,-6,-4,-10,0,62,2.0
CCn1c(SCc2cccc(C)c2)nnc1-c1ccc(C)cc1,-29,6,2,10,8,-2,-2,7,1,20,1.0
COC(=O)Nc1ccc(S(=O)(=O)N(CCO)CCO)cc1,16,3,1,-6,4,12,6,20,5,-7,0.8
CN1CCN(C(=O)/C(=C/c2ccc(N(C)C)cc2)NC(=O)c2ccccc2)CC1,-10,1,-5,-5,4,6,4,-13,3,1,-0.1
Cc1ccc(S(=O)(=O)N(C)C)cc1NC(=O)Nc1c(-c2ccccc2)noc1C,-8,4,-7,-1,8,23,·,24,·,-6,-0.4
COc1ccc(CN2C(=O)c3cccnc3C2=O)cc1S(=O)(=O)N(C)Cc1ccco1,-21,-2,14,0,4,1,8,-10,3,-44,-0.6
O=C1/C(=C/c2ccc(Cl)cc2)NC(=S)N1Cc1cccnc1,-10,3,-6,33,7,4,0,5,2,-10,0.9
Cc1ccc(C(=O)Nc2nnc(-c3ccco3)o2)cc1,9,-1,-2,34,-14,-19,-17,-7,5,-8,-1.7
O=C(CCCC(=O)N(CC(=O)NC1CCCCC1)Cc1ccccc1)Nc1ccccn1,8,1,-4,-4,16,6,4,-12,-8,21,4.2
Oc1ccc(-c2nc3ccc4ccccc4c3c3c2CCC3)cc1O,-84,2,1,36,-222,-260,-35,-21,-23,-42,-0.8
# Carrying on.
SMILES,NR2E3 ag-1,NR2E3 ag-2,KKLEB tox,TRAIL sens C8,Peg3 prom inh,HIF-2a block,MITF TRPM1 inh,CF NFkB inh,LMP1 NFkB inh,Shn3 inh set2,hiPSC survival
CCOc1ccc(C(CC(=O)O)NC(=O)C(c2ccccc2)c2ccccc2)cc1OC (configuration not stated),-2,-1,13,2,-25,2,-10,17,0,6,-0.4
CC(=O)Nc1ccc(/C(C)=N/Nc2nc(Nc3cccc4ccccc34)nc(N3CCOCC3)n2)cc1,24,-3,-10,11,47,4,-15,4,-2,4,0.4
O=C(Nc1nc(-c2ccccc2)cs1)C1c2ccccc2Oc2ccccc21,-4,4,1,3,6,9,13,-7,1,18,-0.7
O=C(/C=C/c1ccc(S(=O)(=O)N2CCOCC2)cc1)NCc1ccc(Cl)cc1,-5,-2,4,13,25,21,2,-7,11,19,-1.3
Fc1ccc(C(c2ccc(F)cc2)N2CCN(C/C=C/c3ccccc3)CC2)cc1,3,4,-9,12,-10,-22,-10,14,-10,13,-1.4
COc1ccc(CN2C(=O)C(CC(=O)NCc3ccco3)CC(C(=O)N(C)C)=C2C)cc1 (configuration not stated),-5,·,-1,-10,1,12,·,-1,-1,-15,-1.8
CCCCOc1ccc(-c2cc(C(F)(F)F)c(C#N)c(SCC(=O)O)n2)cc1,-33,2,6,4,13,18,0,-20,-13,-1,1.6
COC(=O)c1ccccc1NC(=O)Nc1nnc(N2CCC(C)CC2)s1,-4,0,3,-2,1,-15,-12,-3,-7,2,0.2
O=C(Nc1ccccc1F)C1CCCN(S(=O)(=O)c2ccc(-n3cnnn3)cc2)C1 (configuration not stated),14,3,4,2,29,29,9,-2,-2,5,1.1
COC(=O)c1cccc(NCN2C(=O)c3ccccc3C2=O)c1,-17,-3,-2,4,-1,2,12,17,6,3,-3.1
CC(=O)SCC(=O)N=c1sc2cc(F)ccc2n1C,-55,3,-10,-16,-11,13,0,21,14,-6,0.2
C=CCc1cc(OC)ccc1OCCN(C)Cc1ccccc1,-8,-4,6,-3,7,17,-2,-22,6,9,-0.4
CCc1cc2c(NCCO)ncnc2s1,-20,-2,0,-4,-5,13,-7,11,6,-3,-3.0
CCN1CCN(C2=C(NS(=O)(=O)c3ccccc3)C(=O)c3ccccc3C2=O)CC1,-4,-6,14,61*,23,-53,67*,-17,·,2,-0.1
CCOC(=O)CC1CCCCN1Cc1nc(-c2ccc(F)c(OC)c2)oc1C (configuration not stated),13,1,12,-10,9,17,0,-25,3,-27,-1.3
COc1cccc(C(=O)NC(C)C(c2cccs2)N2CCN(C)CC2)c1 (configuration not stated),-7,-2,11,-2,21,0,-17,-13,-1,-22,-0.7

# Looked up by structure from above (2):
SMILES,NR2E3 ag-1,NR2E3 ag-2,KKLEB tox,TRAIL sens C8,Peg3 prom inh,HIF-2a block,MITF TRPM1 inh,CF NFkB inh,LMP1 NFkB inh,Shn3 inh set2,hiPSC survival
CCOC(=O)CC1CCCCN1Cc1nc(-c2ccc(F)c(OC)c2)oc1C (configuration not stated),13,1,12,-10,9,17,0,-25,3,-27,-1.3
CCOc1ccccc1N(C)C(=O)CCS(=O)(=O)c1ccc2c(c1)NC(=O)CO2,-38,0,2,4,-22,-2,-8,-5,-8,-5,0.3
